TDP-43 yeast inh: rescues yeast growth from TDP-43 toxicity | 1.8% of 410,000 active | TDP-43 expressing yeast growth rescue, BacTiter-Glo, 24 h | AID 652104 | Potency, µM (doses to about 46.1 µM), for inactives: top-dose growth rescue (activation), usual class: activators; further: potency means the concentration at half of the fitted maximal effect; % of control where 0% means no effect; nearly all actives have a fitted effect of over 50% in size
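In this qHTS, compounds that restore growth of yeast expressing TDP-43 appear as activators. Cells (OD600=0.02, galactose medium, raffinose-pregrown) are incubated with compound 24 hr at 30 deg C and growth is quantified by BacTiter-Glo.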
FUS yeast rescue: rescues growth of FUS-expressing yeast; S. cerevisiae FUS-expressing, growth rescue, OD600, 24 h; 0.24% of 390,000 active; Potency, µM (series often up to 76.6 µM), without a hit: top-dose growth rescue (activation), hits mostly activators; AID 1347120;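 further: potency means the concentration at half of the fitted maximal effect; plate controls were DMSO vehicle for no effect and reference control for full effect; nearly all actives have a fitted effect of over 55% in size; some results filed as inactive show a strong effect at the top dose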
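Quantitative HTS measuring growth restoration of FUS-toxic yeast. Galactose-induced cells (OD 0.005) were exposed 24hr at 30C to compounds at several concentrations, then absorbance at 600 nm was recorded.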
GLP1R inv ag: acts as inverse agonist at human GLP-1 receptor | P43220 | HEK293 GLP-1R CRE-luciferase, luminescence, 24 h; GLP-1R form is constitutively active | Potency, µM (highest dose often 38.3 µM), for inactives: at the top dose activity change, negative = inhibition, actives largely listed as inhibitors | AID 624417 | 1.6% of 410,000 active; further: potency means the concentration at half of the fitted maximal effect; on the % scale 0 is the no-effect control and ±100 the full control effect; nearly all actives have a fitted effect of over 55% in size
Target sequence (P43220 whole entry, looked up): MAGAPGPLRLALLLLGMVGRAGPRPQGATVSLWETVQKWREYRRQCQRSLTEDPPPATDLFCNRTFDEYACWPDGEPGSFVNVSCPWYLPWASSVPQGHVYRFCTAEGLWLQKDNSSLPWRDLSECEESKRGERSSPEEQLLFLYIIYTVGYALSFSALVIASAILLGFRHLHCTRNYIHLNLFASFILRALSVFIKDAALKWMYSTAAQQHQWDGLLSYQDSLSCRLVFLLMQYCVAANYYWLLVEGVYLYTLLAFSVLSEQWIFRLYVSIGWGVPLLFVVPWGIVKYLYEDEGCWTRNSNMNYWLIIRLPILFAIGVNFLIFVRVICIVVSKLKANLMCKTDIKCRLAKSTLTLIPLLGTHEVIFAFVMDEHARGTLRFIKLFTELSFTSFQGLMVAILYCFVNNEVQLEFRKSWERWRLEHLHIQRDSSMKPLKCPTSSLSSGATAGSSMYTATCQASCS
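qHTS in 1536-well format: reporter HEK293 cells expressing constitutive GLP-1R activity in DMEM + 10% Nu serum, 24 hr with compounds at 37 deg C, luminescence read after 12 min with detection reagent.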
aSyn yeast inh: alpha-synuclein toxicity inhibition in yeast | Yeast expressing alpha-synuclein, growth rescue, BacTiter-Glo, 24 h | Potency, µM (titrated, usually from 46.1 µM), for inactives: at the highest dose growth rescue (activation), actives largely listed as activators | 0.14% of 370,000 active | AID 652106; further: potency means the concentration at half of the fitted maximal effect; % of control where 0% means no effect; nearly all actives have a fitted effect of over 65% in size
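Screening used galactose-induced yeast with toxic alpha-synuclein levels, exposed to compound for 24 hr at 30 deg C. Cell growth, read with BacTiter-Glo luminescence, gave the measured signal.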
Abeta rescue: restores growth of yeast expressing A-beta42 peptide | Potency, µM (titrated, usually from 46.1 µM), inactives show top-dose growth rescue, hits mostly activators | yeast expressing A-beta42, growth rescue, OD600, 48 h; response scale: 0% DMSO, 100% iron-clioquinol control | AID 1347071 | 0.063% of 410,000 active; further: potency means the concentration at half of the fitted maximal effect; nearly all actives have a fitted effect of over 55% in size
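Yeast growth medium received pinned compounds, then yeast cells expressing toxic A-beta were added; plates incubated at 30 C for 48 hr. Growth read as absorbance at 600 nm, normalized to DMSO and equimolar FeCl3 plus clioquinol controls.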
PTHR1 agonist: agonists of human PTHR1 parathyroid hormone receptor; Potency, µM (highest dose often 115 µM), without a hit: at the top dose activation, most hits filed as activators; Q03431; AID 743266; HEK293 GP2 PTHR1 cells, GloSensor cAMP luminescence, 1 h; 0.075% of 410,000 active; further: potency means the concentration at half of the fitted maximal effect; nearly all actives have a fitted effect of over 55% in size; some results filed as inactive show a strong effect at the top dose; inactives centre near -15; many of its hits are not listed in these tables
Target sequence (Q03431 whole entry, looked up): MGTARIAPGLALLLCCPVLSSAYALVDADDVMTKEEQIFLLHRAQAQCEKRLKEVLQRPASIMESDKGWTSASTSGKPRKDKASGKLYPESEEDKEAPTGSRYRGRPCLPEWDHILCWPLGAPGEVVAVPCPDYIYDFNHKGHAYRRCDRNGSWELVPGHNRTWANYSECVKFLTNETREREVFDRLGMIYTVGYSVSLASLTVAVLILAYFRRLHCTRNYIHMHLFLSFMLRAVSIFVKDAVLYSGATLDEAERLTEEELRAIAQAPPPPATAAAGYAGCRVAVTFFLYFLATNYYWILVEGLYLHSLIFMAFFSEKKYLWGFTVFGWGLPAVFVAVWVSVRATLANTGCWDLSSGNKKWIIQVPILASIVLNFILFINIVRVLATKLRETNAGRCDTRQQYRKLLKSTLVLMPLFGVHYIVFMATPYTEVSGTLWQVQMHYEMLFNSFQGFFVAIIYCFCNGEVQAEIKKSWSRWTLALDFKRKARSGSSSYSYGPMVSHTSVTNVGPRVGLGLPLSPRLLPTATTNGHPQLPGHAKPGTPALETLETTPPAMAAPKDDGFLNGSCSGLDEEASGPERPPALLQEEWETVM
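HEK-293-derived GP2 cells expressing PTHR1 and a GloSensor cAMP reporter, 3,000/well, plated overnight, given luciferin plus IBMX (each 0.5 mM as added) for 1 h at 37 °C, then compound for 1 h at 37 °C. Luminescence was read after 15 min at room temperature.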
pAkt inh: inhibitors of Akt phosphorylation. Neuro2A IGF-stimulated pAkt S473 HTRF, 20 min; stronger effect = lower value. activity change, % for hits at 50 µM. 0.32% of 360,000 active. AID 651550; in the data active means activity change below about -80%; inconclusive means mostly about -51% to -80%; further: on the % scale 0 is the no-effect control and ±100 the full control effect
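Neuro2A cells in DMEM with 0.5% FBS, overnight at 37 deg C, given compound at single 50 µM final, then IGF (6 nM final) for 20 min at 37 deg C. Lysed; phospho-Akt Ser473 by HTRF after 24 h, 665/615 ratio.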
MmCpn inh: blocks the Methanococcus maripaludis chaperonin Mm-Cpn; 0.031% of 330,000 active; purified Mm-Cpn ATPase, ADP Transcreener TR-FRET; Potency, µM (doses to about 76.9 µM), without a hit: at the highest dose activity, negative = inhibition, actives largely listed as inhibitors; AID 504842; further: potency means the concentration at half of the fitted maximal effect; on the % scale 0 is the no-effect control and ±100 the full control effect; nearly all actives have a fitted effect of over 80% in size
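Inhibition of chaperonin ATP hydrolysis is measured as reduced ADP production, detected by competitive TR-FRET in which signal falls with ADP. Final enzyme 25 nM and ATP 10 uM, reacted 30 min at 37°C.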
GLP1R cytotox: cytotoxicity counter-screen for GLP-1 receptor inverse agonists; 0.13% of 410,000 active; HEK293 cAMP-luciferase reporter cells, luminescence, 24 h; Potency, µM (titrated, usually from 38.3 µM), without a hit: top-dose activity change, negative = inhibition, actives largely listed as inhibitors;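 further: loss of luciferase light is scored as toxicity; potency means the concentration at half of the fitted maximal effect; on the % scale 0 is the no-effect control and ±100 the full control effect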
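A 23 nL compound transfer followed 12 hours of cell culture at 37 deg C; exposure then lasted 24 hr. Luciferase assay detection reagent was dispensed and plates read for luminescence after a 12 min room-temperature wait.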
Starred values were filed as active, the others as inactive; i = inactive; u = inconclusive; x = not tested or not shown; [ ] = dose if it differs, or a comment. Unless noted, the call rests on the fitted dose curve; in most records, active means well fitted curve in the direction sought with a large enough effect; inconclusive means small, poorly fitted or top-dose-only effect, or another doubt; inactive means no such curve, though single readings can be large; an effect the other way counts as inactive or inconclusive. Some of the compounds tested, so the mix of outcomes need not match the whole.

SMILES	TDP-43 yeast inh	FUS yeast rescue	GLP1R inv ag	aSyn yeast inh	Abeta rescue	PTHR1 agonist	pAkt inh	MmCpn inh	GLP1R cytotox
Cc1ccc(C)c(S(=O)(=O)n2nc(C)c(S(=O)(=O)N3CCCCCC3)c2C)c1	6.8%	19.5%	8.6%	x	-14.3%	i	x	x	0.0%
O=C(Cc1ccc(Cl)cc1)Nc1cccc(C(=O)Nc2ccccc2C(=O)O)c1	-13.4%	14.0%	13.3%	-0.7%	3.7%	-5.9%	i	2.5%	2.7%
Oc1c(C(c2cccs2)N2CCOCC2)sc2ncnn12 (configuration not stated)	18.2%	-20.3%	6.6%	-0.8%	5.0%	i	i	0.0%	-1.1%
Cc1ccccc1NC(=O)COC(=O)[C@@H]1CCCN1C(=O)c1cccs1	-7.7%	8.6%	3.2%	-1.0%	12.4%	i	i	0.6%	-4.0%
Cc1ccc(CN2CCN(CC(=O)N/N=C/c3c[nH]c4ccccc34)CC2)cc1	18.9%	-8.2%	u	-0.9%	4.0%	i	i	0.5%	-10.9%
O=C(c1cc(-c2ccc(Cl)cc2)n(-c2cc(Cl)ccc2Cl)n1)N1CCOCC1	-13.5%	-9.5%	2.0%	-1.6%	-4.1%	-31.3%[inhibitor][57.5 µM]	i	0.9%	20.3%
COc1ccc(CCN(C)C(=O)c2ccc(S(=O)(=O)Nc3ccccc3F)cc2)cc1OC	20.4%	10.9%	8.4%	-6.1%	12.8%	i	i	x	10.6%
CSCC[C@H](NC(=O)[C@@H]1CSC2c3ccccc3C(=O)N21)C(=O)NCc1ccco1 (some centres not stated)	-1.7%	15.2%	-11.8%	6.1%	-2.6%	-4.9%	i	-4.5%	-1.6%
Cc1ccc(NC(=O)Nc2ccc([N+](=O)[O-])cc2)nc1	0.0%	-16.3%	13.6%	0.1%	-7.6%	-22.3%	i	-1.1%	3.4%
CCOc1c2ccc(C(=O)NCc3cc(C(F)(F)F)cc(C(F)(F)F)c3)cc2nn1CCOC	18.1%	24.9%	2.3%	-1.0%	-1.9%	-10.8%	i	-6.4%	-15.9%
Cc1ccc(Cl)cc1N1CCN(S(=O)(=O)c2cn(C)c(C)n2)CC1	16.0%	-0.1%	9.8%	-3.3%	-7.0%	-12.2%	x	x	-2.0%
COc1ccc2cc(C(=O)NCCO)sc(=O)c2c1OC	20.4%	1.2%	8.5%	2.1%	17.1%	i	i	-0.5%	-0.2%
COc1cc2c(cc1OC)C(COc1ccc(F)cc1)N(C(=O)Cc1ccccc1)CC2 (configuration not stated)	x	33.9%	u	x	-6.9%	-10.1%	x	x	-7.0%
COc1ccc2c(c1)C=C(CN1CCN(C3CCCC3)C(CCO)C1)CO2 (configuration not stated)	8.0%	11.8%	u	4.4%	4.9%	-3.0%	i	-2.2%	-16.0%
CCSc1ccc(C(=O)Nc2ccc(Br)cn2)cc1[N+](=O)[O-]	2.1%	-21.2%	17.7%	1.9%	4.0%	-14.1%	i	0.1%	-3.4%
C=CCOc1c(Br)cc(CNc2ccc(NC(=O)CCC)cc2)cc1OCC	u	24.2%	8.91µM*	1.6%	u	-3.8%[57.5 µM]	-100.4%*	1.1%	-11.8%
COc1ccccc1N1CCN(C(=O)c2n[nH]c3ccccc23)CC1	22.5%	-4.7%	4.8%	2.5%	3.3%	-5.4%	i	0.7%	1.7%
O=C(NNS(=O)(=O)c1ccc(F)cc1)c1cnn(-c2ccccc2)c1C(F)(F)F	1.9%	14.0%	-3.8%	-1.8%	-0.3%	i	i	1.3%	-6.2%
CCCSc1nsc(NC(=O)c2cccnc2OCC)n1	22.3%	-10.7%	11.8%	-6.0%	-18.4%	-39.7%[inhibitor]	i	-0.1%	21.4%
O=C(O)CCC(=O)c1ccc2c(c1)OCCO2	24.2%	-23.1%	7.3%	6.2%	0.0%	-22.9%	i	0.8%	6.8%
CCN(CC)c1ncn(Cc2c(Cl)cccc2Cl)c2ncnc1-2	19.5%	-2.0%	7.4%	3.0%	9.6%	-10.2%	i	-4.1%	17.5%
Clc1ccc(-c2nc3ccc(Cl)cn3c2Cc2cccc(Cl)c2)cc1	25.1µM*	u	u	-1.2%	-6.4%	i	i	x	-16.6%
COc1ccc(NC(=O)CCc2nnc3ccc(N4CCC(C)CC4)nn23)cc1OC	8.3%	u	8.2%	5.1%	2.4%	i	i	0.1%	-7.0%
CC1Cn2c(nnc2-c2cccc(Cl)c2)S1 (configuration not stated)	17.1%	-17.4%	-11.7%	-0.5%	-15.0%	-42.0%[inhibitor]	i	-0.4%	-7.9%
Cc1ccc(NC(=O)/C(CN(C)C)=N\O)cc1	2.9%	3.4%	8.2%	2.5%	13.0%	i	i	-1.4%	-1.6%

Continued.
SMILES	TDP-43 yeast inh	FUS yeast rescue	GLP1R inv ag	aSyn yeast inh	Abeta rescue	PTHR1 agonist	pAkt inh	MmCpn inh	GLP1R cytotox
O=P1(O)Cc2ccccc2-c2ccccc21	16.7%	x	17.7%	3.8%	-1.8%	-2.4%	i	x	20.9%
CCCC(C)NC(=O)c1ccc(F)cc1 (configuration not stated)	0.9%	-7.2%	1.0%	3.6%	5.4%	i	i	1.1%	-10.8%
O=S(=O)(Nc1ccccn1)c1ccc(C2CCCCC2)cc1	6.2%	-13.6%	7.7%	-3.2%	-10.6%	u	i	0.0%	22.1%
O=S(=O)(c1ccc2c(c1)OCCO2)N1CCN(Cc2ccccc2)CC1	-1.0%	6.1%	-22.6%	4.8%	2.7%	-0.2%[57.5 µM]	i	0.6%	-9.0%
CCOc1cc(C2C(C(=O)OC)=CN(Cc3ccc(Cl)cc3)C=C2C(=O)OC)ccc1O	2.7%	0.5%	u	-1.0%	-3.1%	-20.4%	i	-1.8%	5.1%
CCOc1ncccc1C(=O)OCc1ccc(C(=O)OC)o1	u	1.9%	49.4%[activator]	5.2%	23.0%	-23.8%[57.5 µM]	i	-2.4%	7.2%
CCCCCCOC(=O)Cc1c(C)nc(-c2ccccc2)[nH]c1=O	2.2%	7.9%	-18.3%	7.4%	11.3%	-2.7%[57.5 µM]	i	0.2%	-11.8%
C[C@H](NC(=O)CC[C@H]1O[C@@H](n2ccc(=O)[nH]c2=O)[C@H](O)[C@@H]1O)c1cccc2ccccc12	10.8%	-8.9%	17.6%	-3.1%	-8.0%	-21.7%	i	x	-0.1%
N#Cc1ccccc1Sc1ccccc1C(=O)Nc1ccc(Br)cc1	-32.5%[inhibitor]	x	u	5.2%	10.1%	i	i	-0.7%	-2.7%
Cn1c(=O)c2c(nc(CN3CCOCC3)n2CCCc2ccccc2)n(C)c1=O	3.7%	-6.6%	-23.3%	-8.3%	5.3%	i	i	0.7%	2.4%
FC(F)Oc1ccc(/C=N/c2c(-c3ccc(OC(F)F)cc3)nc3n2CCS3)cc1	15.2%	26.7%	-8.4%	2.3%	4.5%	-7.3%	i	0.0%	-7.6%
N#Cc1c(F)cccc1N1CCOCC1	10.7%	-2.6%	9.4%	-11.6%	13.7%	i	i	-1.2%	-6.1%
C=C(Cl)COc1ccc2c(CC)cc(=O)oc2c1	u	-5.8%	28.0%	-2.7%	-35.9%[inhibitor]	-3.9%	i	0.6%	9.7%
COc1ccc(C(=O)NCc2cc(C)nc3ccccc23)cc1OC	9.8%	3.4%	0.5%[0.307 µM]	0.7%	13.9%	i	i	2.9%	10.7%[0.307 µM]
O=C(c1cc([N+](=O)[O-])ccc1Cl)N1CCc2ccccc21	27.5%	4.3%	u	10.4%	-9.8%	-15.5%	i	-1.1%	4.0%
CC(C)CNC(=O)c1cccc(C(=O)NCC(C)C)c1	-14.6%	17.2%	4.8%	2.7%	8.2%	i	i	3.9%	3.4%
Cc1c(Cl)cccc1NC(=O)CSCc1cc(=O)[nH][nH]1	-16.0%	x	-6.2%	0.5%	-2.6%	-8.1%	i	1.2%	5.4%
Cc1nc2ccc(C(=O)N(C)Cc3ccco3)cn2c1N(C)C(=O)CCc1ccccc1	-0.4%	-5.3%	-23.2%	-0.4%	-15.6%	-26.3%	i	x	1.5%
O=S(=O)(c1cccc2c(S(=O)(=O)N3CCCC3)cccc12)N1CCCC1	-8.4%	-7.5%	-2.8%	-7.1%	19.6%	-11.5%[57.5 µM]	i	-2.1%	-5.3%
O=[N+]([O-])c1c(NCCO)cc(Sc2nc3ccccc3s2)c2nonc12	-14.8%	7.6%	-17.7%	13.0%	11.5%	-29.5%	i	0.6%	u
COc1ccc(-c2ncncc2-c2ccccc2)c(O)c1	u	-11.0%	u	-0.1%	-24.9%	-0.9%	i	0.8%	-20.7%
Fc1cccc(Cl)c1CSC1=NCCS1	-8.7%	9.1%	-14.2%	-0.1%	2.0%	-16.3%	i	0.2%	-5.7%
CCN(CC(=O)Nc1c(F)cccc1F)C(=O)c1ccc(C(=O)c2ccccc2)cc1	-1.8%	6.7%	-16.3%	-0.4%	-8.5%	-19.9%	i	-1.1%	-1.9%
C=CCn1c(SCC(=O)c2ccc(Br)cc2)nnc1C(CC(C)C)NC(=O)c1cccs1 (configuration not stated)	23.7%	31.3%	0.0%	1.0%	31.5%	-7.4%[57.5 µM]	i	2.0%	-16.2%
Cc1cc(C)c(C(=O)c2ccc(C(=O)N3CCCCC3)cc2)c(C)c1	-0.7%	12.8%	u	5.4%	-13.4%	-17.0%	i	-2.2%	-1.5%
OC(CSc1ccccc1)CN1CCN(c2cccc(Cl)c2)CC1 (configuration not stated)	0.0%	8.1%	u	-0.8%	2.6%	1.8%	i	x	-11.8%

Source: PubChem BioAssay
